SENP1 inh: human SENP1 catalytic domain inhibitors, primary screen, biochemical, FRET, uHTS. recombinant SENP1 catalytic domain, CyPet-SUMO1-YPet FRET cleavage. inhibition, % at 10 µM. 360,000 compounds, 0.21% hits;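 active = inhibition at least 30% at 10 µM, raw YFP signal under a set limit, fluorescence ratio 0.5 to 1.5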;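 also: 0% = enzyme with DMSO and 100% = no enzyme wells; some results filed as inactive read as strong as hits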
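Material: hSENP1 catalytic domain, recombinant; medium: Tris pH 8 with BME, BSA, NP40 and catalase; compound: single concentration of 10 µM compound, 0.5% DMSO final; technique: FRET read of cyan and yellow fluorescence; timing: 50 min enzyme reaction, room temperature, light-protected; reagent: SFCypet-SUMO1-SFYpet substrate at 25 nM; control set: no-enzyme low, enzyme-DMSO high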
hIAP activ: human IAP activators, primary screen, biochemical, luminescence, uHTS; 330,000 compounds, 0.16% hits; activation factor at 10 µM; purified human IAP, CDP-Star luminescence, 30 min; hits give high values; 1 = vehicle-only enzyme, 0 = enzyme-free background; Intestinal-type alkaline phosphatase (Homo sapiens), P09923;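 active = activation factor of the enzyme at least 2-fold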; also: the source names both 10 and 20 µM as test concentration; values of inactives mirror those of a sister screen read the other way
Target sequence (P09923 whole entry, looked up): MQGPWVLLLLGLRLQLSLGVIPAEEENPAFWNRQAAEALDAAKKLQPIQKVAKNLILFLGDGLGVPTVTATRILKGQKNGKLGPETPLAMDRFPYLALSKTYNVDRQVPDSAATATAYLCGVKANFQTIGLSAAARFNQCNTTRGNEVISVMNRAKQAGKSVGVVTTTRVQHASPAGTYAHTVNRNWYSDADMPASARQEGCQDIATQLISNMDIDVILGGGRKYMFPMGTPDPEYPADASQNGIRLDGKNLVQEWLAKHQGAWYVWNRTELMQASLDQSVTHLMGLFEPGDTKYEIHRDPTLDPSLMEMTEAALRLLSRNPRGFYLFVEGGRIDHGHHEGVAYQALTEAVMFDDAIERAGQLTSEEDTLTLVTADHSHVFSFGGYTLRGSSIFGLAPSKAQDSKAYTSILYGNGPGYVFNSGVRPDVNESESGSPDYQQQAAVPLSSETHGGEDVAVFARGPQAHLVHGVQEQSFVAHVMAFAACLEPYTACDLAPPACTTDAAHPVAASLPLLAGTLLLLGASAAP
APOBEC3G inh: APOBEC3G DNA deaminase inhibitors, primary screen, biochemical, fluorescence, single-stranded DNA substrate, uHTS; recombinant A3G, ssDNA deamination FAM/TAMRA fluorescence; 330,000 compounds, 0.28% hits; DNA dC->dU-editing enzyme APOBEC-3G (Homo sapiens), Q9HC16; inhibition, % at 20 µM;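 active = inhibition of at least 40% at 20 µM, with no more than 30% in the related APOBEC3A deaminase screen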;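 also: plate controls were DMSO wells with A3G for no effect and wells lacking A3G enzyme for full effect; some compounds called inactive have numbers as strong as hits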
Target sequence (Q9HC16 whole entry, looked up): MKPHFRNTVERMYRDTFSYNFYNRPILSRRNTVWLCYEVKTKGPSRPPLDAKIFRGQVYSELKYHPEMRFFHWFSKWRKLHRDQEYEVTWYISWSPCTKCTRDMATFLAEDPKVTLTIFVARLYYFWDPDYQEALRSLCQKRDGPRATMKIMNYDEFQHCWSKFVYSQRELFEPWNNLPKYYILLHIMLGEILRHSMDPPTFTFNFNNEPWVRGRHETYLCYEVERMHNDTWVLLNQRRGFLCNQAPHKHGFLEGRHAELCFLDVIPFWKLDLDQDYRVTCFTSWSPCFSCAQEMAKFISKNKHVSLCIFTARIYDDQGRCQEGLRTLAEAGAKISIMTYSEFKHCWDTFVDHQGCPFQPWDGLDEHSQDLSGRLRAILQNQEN
mIAP block: inhibitors of mouse IAP, primary screen, biochemical, luminescence, uHTS. intestinal alkaline phosphatase [Mus musculus]. purified mouse IAP, CDP-Star luminescence, 30 min. inhibition, % at 10 µM. 330,000 compounds, 0.2% hits. AID 2806, 2010;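 active = inhibition of at least 40% at 10 µM in the primary screen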;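 also: plate controls were DMSO with enzyme for no effect and no enzyme wells for full effect; values of inactives mirror those of a sister screen read the other way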
beta cell repl: inducers of MIN6 beta-cell proliferation, primary screen, ATP luminescence, uHTS; MIN6 cells proliferation, ATPlite luminescence, 48 h; cells starved in 0.2% serum; 100% = growth in 10% serum; proliferation, % at 10 µM; 330,000 compounds, 0.29% hits; AID 2380, 2010;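 active = compounds whose signal lies at least 3.5 SD above the mean of all wells on their plate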;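 also: 0% = DMSO-treated cells in low-serum medium and 100% = 10% serum control; some compounds called inactive have numbers as strong as hits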
hIAP inh: human IAP inhibitors, primary screen, biochemical, luminescence, uHTS | 330,000 compounds, 0.12% hits | inhibition, % at 10 µM | Intestinal-type alkaline phosphatase (Homo sapiens), P09923 | purified IAP, CDP-Star luminescence, 30 min;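 active = inhibition reaching a set limit with compound at 10 µM in the primary screen, cut at about 35% in these data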;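 also: plate controls were DMSO wells with enzyme for no effect and no-enzyme buffer wells for full effect; values of inactives mirror those of a sister screen read the other way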
A3A deaminase: APOBEC3A ssDNA deaminase inhibitors, primary screen, selectivity assay for APOBEC3G inhibitor project, biochemical, FAM/TAMRA oligo cleavage fluorescence; recombinant A3A, FAM/TAMRA ssDNA deamination fluorescence; inhibition, % at 20 µM; 330,000 compounds, 0.41% hits;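 active = at least 40% inhibition at 20 µM here, with at most 30% in a related deaminase screen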;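 also: plate controls were A3A with DMSO for no effect and wells lacking A3A enzyme for full effect; some results filed as inactive read as strong as hits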
mIAP activ: activators of mouse IAP, primary screen, biochemical, luminescence, uHTS. 330,000 compounds, 0.24% hits. activation factor at 10 µM. AID 2805, 2010. muIAP, CDP-Star luminescence, 30 min; hits give high values; 1 = vehicle-only enzyme signal, 0 = enzyme-free wells;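 active = activation factor of at least 2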; also: the source names both 10 and 20 µM as test concentration; values of inactives mirror those of a sister screen read the other way
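Assay system: mouse IAP enzyme / Compound: DMSO-dissolved test compounds / Timing: 30 min, room temperature / Measured by: luminescence from enzymatic CDP-Star hydrolysis / Control set: DMSO-only wells, enzyme-free buffer wells as negative control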
NLRP3 yeast inh: NALP3 inflammasome inhibitors in reconstituted yeast, primary screen, luminescence, uHTS | inhibition, % at 10 µM | 330,000 compounds, 0.39% hits | Yeast reconstituted NLRP3/ASC/caspase-1, beta-gal luminescence, 24 h;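 active = inhibition of 50% or more; inactive = inhibition below 50%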;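 also: plate controls were induced DMSO wells for no effect and uninduced yeast grown without galactose for full effect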
Starred values were filed as active, the others as inactive; x = no result given; & = joins results of further samples. Not all compounds are listed, so the mix of outcomes need not match the whole.

Structure | SENP1 inh | hIAP activ | APOBEC3G inh | mIAP block | beta cell repl | hIAP inh | A3A deaminase | mIAP activ | NLRP3 yeast inh
O=C(CCn1nnc2ccccc21)N1CCN(c2ccccc2)CC1 | 0 | 1.1 | 0 | -9 | -1 | -9 | -11 | 1.1 | -2
COc1ccccc1NC(=O)Nc1ccc(N2CCOCC2)cc1 | 1 | 0.88 | -10 | 2 | -3 | 12 | -2 | 0.98 | 4
Cc1ccn2cc(CNS(=O)(=O)c3ccc4ccccc4c3)nc2c1 | -1 | 1.4 | -5 | 11 | -2 | -36 | -3 | 0.89 | 7
Nc1cc(Nc2ccc(Br)cc2)nc(N)n1 | -110 | 0.87 | -10 | 3 | -3 | 13 | 0 | 0.97 | 18
O=C(CCc1nnc(CCCc2ccccc2)o1)NCCc1ccccc1 | 2 | 1 | -3 | -2 | -1 | -2 | -3 | 1 | 16
CN1CCN(C(=O)c2ccccc2NC(=O)c2ccccc2Br)CC1 | 1 | 0.93 | -5 | 3 | 2 | 7 | -4 | 0.97 | -4
COc1ccc(C(=O)Nc2ccc3c(c2)nc(CN2CCCC2)n3C)cc1 | -14 | 1.1 | 1 | 2 | 1 | -5 | 7 | 0.98 | -7
Cc1ccc(C(=O)N2CCN(c3ccc([N+](=O)[O-])cc3-n3cccc3)CC2)cc1 | -3 | 0.98 | -10 | 2 | -3 | 2 | -2 | 0.98 | 6
CC12CC3(C)CC(C)(C1)CC(C(N)=O)(C2)C3 | 0 | 1.2 | -9 | -5 | -1 | -15 | 1 | 1 | 11
COc1cccc(-c2csc3nnc(SCC(=O)c4ccc(NC(C)=O)cc4)n23)c1 | 2 | 0.94 | 2 | 5 | -2 | 6 | 5 | 0.95 | 14
C=CCN1C(=O)CN=C1Nc1cc(C)cc(C)c1 | -7 | 1 | 0 | -6 | 0 | -4 | -1 | 1.1 | 5
O=C(c1ccc(F)cc1)c1ccc(N2CCCCC2)cc1 | -6 | 0.94 | -2 | 10 | -3 | 6 | -3 | 0.91 | 28
COc1ccc(/C=C2\SC(=S)N(CCCC(=O)NC3CCCC3)C2=O)cc1OC | -20 | 0.99 | -4 | 7 | -3 | 1 | -7 | 0.93 | 2
CCOC(=O)Nc1nc(-c2ccc(F)cc2F)cs1 | 1 | 1.1 | -5 | -4 | 0 | -7 | 5 | 1 | 28
O=C(CCc1nc(-c2ccccn2)no1)NCc1ccc2c(c1)OCO2 | 1 | 1 | -3 | -2 | 2 | -2 | 0 | 1 | 10
c1csc(Cn2c(-c3cccs3)nc3ccccc32)c1 | -6 | 0.84 | -4 | 2 | 0 | 16 | -1 | 0.98 | -7
COc1ccc(OCC(=O)N2CCN(C(=O)COc3ccc(Br)cc3)CC2)cc1 | 2 | 0.89 | -7 | 74* | -2 | 11 | -4 | 0.26 | 5
COc1cc([C@H]2OC[C@H]3[C@@H]2CO[C@@H]3c2ccc(O[C@H]3O[C@H](CO)[C@@H](O)[C@H](O)[C@H]3O)c(OC)c2)ccc1O[C@@H]1O[C@H](CO)[C@@H](O)[C@H](O)[C@H]1O | 1 | 1.1 | -8 | -11 | -1 | -12 | -2 | 1.1 | 5
O=C(COC(=O)c1ccco1)NCC1CCCO1 (configuration not stated) | 0 | 0.99 | -1 | 7 | 3 | 1 | 2 | 0.93 | -5
Cc1cccc(CCNC(=O)C2CCCN(c3ncnc4c3nc3n4CCCCC3)C2)c1 (configuration not stated) | 0 | 1.3 | -6 | 0 | 0 | -27 | -3 | 1 | -3
COc1ccc(-c2coc(CCC(=O)N3CCN(c4cc(C)ccc4C)CC3)n2)cc1 | -8 | x | 1 | -13 | x | x | 2 | 1.1 | x
Cc1onc(-c2ccccc2)c1C(=O)NC(C)C1CCCO1 (configuration not stated) | -2 | 0.78 | -6 | -1 | -3 | 22 | 1 | 1 | 13
COc1ccc(/C=C2\CCn3c2nc2cc(C(=O)O)ccc2c3=O)cc1O | 1 | 0.97 | -5 | -11 | -1 | 3 | 0 | 1.1 | 1
Cn1c2c(c(=O)n(C)c1=O)C(c1ccccc1Cl)CC(=O)N2 (configuration not stated) | 4 | 0.83 | -6 | 6 | 0 | 17 | -3 | 0.94 | 12
CC(C)OCCCn1c(=N)c(S(=O)(=O)c2ccccc2)cc2c(=O)n3ccccc3nc21 | -21 | 1 | -2 | 8 | -1 | -4 | -2 | 0.92 | 21
CCN(CC)C(=O)CSc1nc(O)c(Cc2ccccc2)c(=O)n1-c1ccccc1 | 1 | 1 | 3 | -7 | -1 | -1 | -1 | 1.1 | 9
COc1ccc(C2/C=C\CN(S(=O)(=O)c3cccs3)CC(=O)N2Cc2ccc(F)cc2)cc1 (configuration not stated) | 2 | 1.1 | -6 | 8 | -5 | -9 | 1 | 0.92 | 17
Cc1ccc(NC(=O)[C@@H](C)NC(=O)[C@@H]2Cc3ccccc3CN2)cc1 | 2 | 0.78 | -7 | 7 | -1 | 22 | -6 | 0.93 | 11
c1ccc(-c2nc3cc4ccccc4cc3[nH]2)nc1 | -4 | 1.2 | -6 | 6 | -5 | -21 | -3 | 0.94 | 47
Nc1c(S(=O)(=O)O)cc(NC(=O)c2ccccc2)c2c1C(=O)c1ccccc1C2=O | 2 | 0.89 | -1 | 20 | -4 | 11 | 8 | 0.8 | 10

Pulled by structure from above, two records:
Structure | SENP1 inh | hIAP activ | APOBEC3G inh | mIAP block | beta cell repl | hIAP inh | A3A deaminase | mIAP activ | NLRP3 yeast inh
CCN(CC)C(=O)CSc1nc(O)c(Cc2ccccc2)c(=O)n1-c1ccccc1 | 1 | 1 | 3 | -7 | -1 | -1 | -1 | 1.1 | 9
CN1CCN(C(=O)c2ccccc2NC(=O)c2ccccc2Br)CC1 | 1 | 0.93 | -5 | 3 | 2 | 7 | -4 | 0.97 | -4

Next part:
Molecule	SENP1 inh	hIAP activ	APOBEC3G inh	mIAP block	beta cell repl	hIAP inh	A3A deaminase	mIAP activ	NLRP3 yeast inh
C=CCc1cc(OC)ccc1OCC(O)CN1CCN(c2ccc(OC)cc2)CC1 (configuration not stated)	0&1	1.5&1	-7&-1	-3&-5	-2&-1	-49&0	-1&-1	1&1.1	12&21
CCc1cc(=O)[nH]c(SCC(=O)Nc2cc(C)on2)n1	2	1.1	-8	4	2	-10	-2	0.96	11
COc1ccc(C(CNC(=O)COc2ccccc2-c2ccccc2)N2CCOCC2)cc1 (configuration not stated)	2	0.96	-3	4	-4	4	-2	0.96	8
Cc1nnc(N(C)C(=O)c2ccccn2)s1	1	1.2	-2	1	2	-20	-6	0.99	3
Cn1c(=O)cc(SCC(=O)Nc2ccccn2)c2ccccc21	x	1.1	0	7	-3	-12	1	0.93	20
CC[C@]12c3[nH]c4ccc(OC)cc4c3CCN1C(=O)C(CC(=O)NCCCn1ccnc1)C[C@@H]2C(=O)N1CCN(C(=O)c2ccco2)CC1 (some centres not stated)	1	x	2	-10	x	x	5	1.1	x
Cc1ccc(N(C(=O)CCC(=O)Nc2nccs2)C(C(=O)NC(C)(C)C)c2ccc(O)cc2)cc1 (configuration not stated)	1	1	-7	1	-1	-4	3	0.99	24
CCCCNC(c1ccccc1)c1ccncc1 (configuration not stated)	3	1.1	1	-8	0	-11	3	1.1	10
COc1ccc2c(=O)c3c(=O)n(-c4ccc(C)cc4)c(-c4ccccc4)nc3oc2c1	x	1	-5	2	-2	-1	0	0.98	29
Cc1nn(C2CCS(=O)(=O)C2)c(C)c1CN(C)C(=O)c1ccccc1 (configuration not stated)	1	1.1	-3	4	-3	-9	0	0.96	7
CN(C)C(=O)CN(c1ccc2c(c1)OCO2)S(C)(=O)=O	1	0.92	-6	-3	-3	8	-3	1	9
C=CCNc1nc(-c2cccs2)c(CC(=O)O)s1	-29	0.83	-4	10	0	16	4	0.91	8
COCCOC(=O)C1=C(C)N(c2ccccc2)C(=S)NC1c1ccccc1C(F)(F)F (configuration not stated)	-1	0.96	-5	6	-4	4	0	0.94	12
C=CCC(CC=C)(NC(=O)c1ccccc1)c1ccccc1	3	0.84	0	19	-2	16	1	0.81	1
CNc1nccc(-c2ccc(Cl)cc2)c1C#N	-1	1.1	-11	2	-2	-8	5	0.98	14
S=C(NC1CCCC1)N1CCN(c2ccc(Cl)cc2)CC1	3	1.1	-6	-5	-2	-10	0	1.1	-4
CCOC(=O)C1=C(C)N(c2ccccc2)C(=O)/C1=C\c1ccco1	2	0.9	-2	23	-1	10	0	0.77	22
COc1ccccc1OCC(=O)Nc1ccc(S(=O)(=O)N2CCOCC2)cc1	2	0.99	-2	6	0	1	0	0.94	-1
CCOC(=O)Cc1nnc(NC(=O)CSc2ccc(Cl)cc2)s1	-9	0.78	-4	10	1	22	-3	0.91	15
CCc1nnc(NC(=O)c2ccc(S(=O)(=O)N(CC)Cc3ccccc3)cc2)o1	4	1.3	3	5	-2	-31	1	0.95	1

Complete entries from above:
`CCOC(=O)Cc1nnc(NC(=O)CSc2ccc(Cl)cc2)s1` reads SENP1 inh = -9; hIAP activ = 0.78; APOBEC3G inh = -4; mIAP block = 10; beta cell repl = 1; hIAP inh = 22; A3A deaminase = -3; mIAP activ = 0.91; NLRP3 yeast inh = 15
`C=CCC(CC=C)(NC(=O)c1ccccc1)c1ccccc1` reads SENP1 inh = 3; hIAP activ = 0.84; APOBEC3G inh = 0; mIAP block = 19; beta cell repl = -2; hIAP inh = 16; A3A deaminase = 1; mIAP activ = 0.81; NLRP3 yeast inh = 1

Next structures follow.
Molecule	SENP1 inh	hIAP activ	APOBEC3G inh	mIAP block	beta cell repl	hIAP inh	A3A deaminase	mIAP activ	NLRP3 yeast inh
C(=C\c1ccco1)/C1=NN(c2ccccc2)C(c2ccco2)C1 (configuration not stated)	-21	0.91	6	13	-7	9	13	0.87	-1
Cc1c(C(=O)NC(=S)NCc2cccnc2)oc2ccccc12	0	0.99	-5	8	-2	1	-3	0.92	11
Cc1ccc(S(=O)(=O)c2c(C)cc(C)nc2Oc2cccc(C(F)(F)F)c2)cc1	2	0.8	-4	11	-5	20	-1	0.89	16
CC(=O)NC(c1cccs1)c1cc(Cl)c2ccccc2c1O (configuration not stated)	-1	0.97	-5	5	-7	3	0	0.95	10
